Screens: PubChem BioAssay, Broad Institute
NSD2 inh = blocks human NSD2 histone methyltransferase activity; O96028; NSD2-SET H3K36me1 DELFIA fluorescence, biochemical; inhibition, % at 12.5 µM; 44,000 compounds, 0.07% hits; in the data active = inhibition above about 54%, passing the limit was not always enough;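 note: inhibitors reduce the monomethyl H3K36 fluorescence signal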
Target sequence (O96028 whole entry, looked up): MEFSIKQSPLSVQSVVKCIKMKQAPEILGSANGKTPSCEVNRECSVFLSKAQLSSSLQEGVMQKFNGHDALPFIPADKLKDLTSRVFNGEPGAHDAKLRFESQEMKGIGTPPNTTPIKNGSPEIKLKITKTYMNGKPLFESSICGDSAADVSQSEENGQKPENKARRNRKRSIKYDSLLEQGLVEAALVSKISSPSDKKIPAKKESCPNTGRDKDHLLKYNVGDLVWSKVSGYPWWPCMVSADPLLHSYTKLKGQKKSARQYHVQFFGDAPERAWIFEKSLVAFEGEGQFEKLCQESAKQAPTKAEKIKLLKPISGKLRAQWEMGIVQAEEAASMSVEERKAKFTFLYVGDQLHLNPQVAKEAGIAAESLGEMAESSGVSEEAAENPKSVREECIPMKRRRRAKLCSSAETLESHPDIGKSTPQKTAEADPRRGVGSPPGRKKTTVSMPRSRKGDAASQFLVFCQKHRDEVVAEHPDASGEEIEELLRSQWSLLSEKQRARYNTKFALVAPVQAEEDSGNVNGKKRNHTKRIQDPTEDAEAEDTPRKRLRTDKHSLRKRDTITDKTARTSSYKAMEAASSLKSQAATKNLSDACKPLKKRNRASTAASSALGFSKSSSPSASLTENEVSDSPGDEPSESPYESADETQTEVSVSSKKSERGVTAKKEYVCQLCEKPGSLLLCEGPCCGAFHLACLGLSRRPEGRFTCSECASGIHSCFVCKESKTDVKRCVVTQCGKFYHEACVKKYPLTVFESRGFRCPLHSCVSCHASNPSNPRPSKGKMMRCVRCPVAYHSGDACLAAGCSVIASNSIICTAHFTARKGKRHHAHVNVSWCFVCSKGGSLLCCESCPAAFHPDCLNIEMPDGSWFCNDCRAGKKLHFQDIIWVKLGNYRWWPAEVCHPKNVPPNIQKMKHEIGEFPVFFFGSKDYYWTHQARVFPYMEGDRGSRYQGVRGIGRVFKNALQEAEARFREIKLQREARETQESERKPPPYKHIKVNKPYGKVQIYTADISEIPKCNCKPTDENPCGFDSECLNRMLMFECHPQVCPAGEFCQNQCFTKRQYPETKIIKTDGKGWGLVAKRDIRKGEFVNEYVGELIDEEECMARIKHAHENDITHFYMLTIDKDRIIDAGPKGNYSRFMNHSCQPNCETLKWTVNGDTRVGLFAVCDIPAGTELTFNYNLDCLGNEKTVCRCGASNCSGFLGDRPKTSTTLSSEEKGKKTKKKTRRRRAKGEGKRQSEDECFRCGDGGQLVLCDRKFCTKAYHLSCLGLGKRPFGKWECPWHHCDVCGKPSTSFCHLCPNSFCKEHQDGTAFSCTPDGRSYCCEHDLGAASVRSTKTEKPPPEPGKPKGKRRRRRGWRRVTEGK
Numbers without * were called inactive. Only part of the results is shown; the hit share may differ from the screen's.

Start of the listing, in advance, 5 compounds:
What do the screens show for `COc1ccc(C(=O)Nc2sc3c(c2C(N)=O)CCCC3)cc1OC`?
NSD2 inh: 1

What do the screens show for `CCCN(C)C[C@@H]1OCCCC[C@@H](C)Oc2ccc(NC(=O)Nc3ccccc3)cc2C(=O)N([C@H](C)CO)C[C@@H]1C`?
NSD2 inh: 0

Results for COC(=O)CCCCCCC(=O)N/N=C/c1ccc(O)c2ccccc12 ?
NSD2 inh: 0

Results for Cc1ccc(CN(C)C[C@H]2OCc3cnnn3CCCC(=O)N([C@@H](C)CO)C[C@@H]2C)cc1 ?
NSD2 inh: -2

Results for O=C(C[C@H]1C[C@H]2c3cc(NC(=O)Nc4ccccc4)ccc3O[C@H]2[C@H](CO)O1)NCC1CC1 ?
NSD2 inh: 1

Main list, from the first entry:
What do the screens show for `COc1ccc(C(=O)Nc2sc3c(c2C(N)=O)CCCC3)cc1OC`?
NSD2 inh: 1

What do the screens show for `CCCN(C)C[C@@H]1OCCCC[C@@H](C)Oc2ccc(NC(=O)Nc3ccccc3)cc2C(=O)N([C@H](C)CO)C[C@@H]1C`?
NSD2 inh: 0

Results for COC(=O)CCCCCCC(=O)N/N=C/c1ccc(O)c2ccccc12 ?
NSD2 inh: 0

Results for Cc1ccc(CN(C)C[C@H]2OCc3cnnn3CCCC(=O)N([C@@H](C)CO)C[C@@H]2C)cc1 ?
NSD2 inh: -2

Results for O=C(C[C@H]1C[C@H]2c3cc(NC(=O)Nc4ccccc4)ccc3O[C@H]2[C@H](CO)O1)NCC1CC1 ?
NSD2 inh: 1

Results for CC(C)C#Cc1ccc2c(c1)O[C@@H](CN(C)C(=O)c1cccnc1)[C@@H](C)CN([C@@H](C)CO)S2(=O)=O ?
NSD2 inh: 3

What do the screens show for `O=C1CSC(c2cccc([N+](=O)[O-])c2)N1c1ccccc1` (stereo not drawn)?
NSD2 inh: -2

How did C[C@@H]1CN([C@@H](C)CO)C(=O)c2cc(C#CC3(O)CCCC3)cnc2O[C@@H]1CN(C)C(=O)CN(C)C do in these assays?
NSD2 inh: -2

Results for C[C@H](CO)N1C[C@H](C)[C@H](CN(C)Cc2ccc(C(F)(F)F)cc2)Oc2c(NS(=O)(=O)c3ccc(Cl)cc3)cccc2C1=O ?
NSD2 inh: -7

How did C[C@@H]1CCCCO[C@H](CN(C)C(=O)CCCN(C)C)[C@@H](C)CN([C@H](C)CO)C(=O)c2cc(NC(=O)Cc3ccccc3)ccc2O1 do in these assays?
NSD2 inh: 0

Results for COCC(=O)N(C)C[C@H]1Oc2cc(C#CCC3CCCC3)ccc2S(=O)(=O)N([C@H](C)CO)C[C@H]1C ?
NSD2 inh: 12

Results for O=C(CCCCC(=O)NN=C1CCCCCC1)NO ?
NSD2 inh: -7

What do the screens show for `O=C(N/N=C/c1cccnc1Br)c1ccccc1O`?
NSD2 inh: -3

Results for C[C@@H]1CN([C@@H](C)CO)C(=O)c2cc(/C=C/c3ccccc3)cnc2O[C@H]1CN(C)C(=O)C1CCCCC1 ?
NSD2 inh: 3

What do the screens show for `COc1ccc2nc(/N=C(/N)NC(=O)N3c4ccccc4Sc4ccccc43)nc(C)c2c1`?
NSD2 inh: 1

Results for C[C@@H]1CN([C@@H](C)CO)C(=O)c2cccc(NS(C)(=O)=O)c2O[C@@H]1CN(C)C(=O)Nc1ccccc1 ?
NSD2 inh: -2

What do the screens show for `CC(C)=CCC[C@H](C)C/C=N/NC(=O)c1cccc(C(=O)NO)c1`?
NSD2 inh: 0

Results for O=C(O)[C@H]1O[C@@H](Oc2c(-c3ccccc3)cc(O)c(-c3ccccc3)c2O)[C@H](O)[C@@H](O)[C@@H]1O ?
NSD2 inh: 2

Results for C[C@@H]1CN([C@H](C)CO)C(=O)Cc2cc(NS(C)(=O)=O)ccc2O[C@@H]1CN(C)Cc1ccc(C(=O)Nc2ccccc2N)cc1 ?
NSD2 inh: 1

Results for C[C@H]1CN([C@@H](C)CO)C(=O)c2cc(NS(=O)(=O)c3ccc(Cl)cc3)ccc2O[C@@H]1CN(C)S(=O)(=O)c1cn(C)cn1 ?
NSD2 inh: 1

What do the screens show for `Cc1noc(C)c1NC(=O)N(C)C[C@@H]1Oc2ccc(NS(=O)(=O)c3ccccc3)cc2CC(=O)N([C@H](C)CO)C[C@H]1C`?
NSD2 inh: 8

Results for CC(C(=O)Nc1nccs1)C1SC(=O)NC1=O (stereo not drawn) ?
NSD2 inh: 2

How did C[C@@H]1CN([C@@H](C)CO)C(=O)Cc2cc(NC(=O)CCN3CCOCC3)ccc2O[C@H]1CN(C)CC1CC1 do in these assays?
NSD2 inh: 3

Results for Cc1noc(C)c1S(=O)(=O)N(C)C[C@H]1Oc2ccc(NC(=O)Nc3ccc(C(F)(F)F)cc3)cc2CC(=O)N([C@H](C)CO)C[C@H]1C ?
NSD2 inh: -7

Results for C[C@H]1CN([C@@H](C)CO)C(=O)c2cc(NC(=O)Nc3ccc(F)cc3)ccc2O[C@H]1CN(C)C(=O)Nc1ccc2c(c1)OCO2 ?
NSD2 inh: -1

What do the screens show for `C[C@H]1CN([C@@H](C)CO)C(=O)c2cccc(NC(=O)Nc3ccc(C(F)(F)F)cc3)c2O[C@@H]1CN(C)Cc1ccncc1`?
NSD2 inh: 1

Results for Cc1c(NC(=O)/C(C#N)=C/c2ccc(Cl)cc2)c(=O)n(-c2ccccc2)n1C ?
NSD2 inh: 3

How did CO[C@H](CN(C)Cc1nccs1)[C@@H](C)CN([C@@H](C)CO)S(=O)(=O)c1ccc(C)cc1 do in these assays?
NSD2 inh: 4

How did CC(=O)N(C)C[C@@H]1Oc2ncc(-c3ccccc3F)cc2C(=O)N([C@@H](C)CO)C[C@H]1C do in these assays?
NSD2 inh: -4

What do the screens show for `C[C@H](CO)N1C[C@H](C)[C@@H](CN(C)Cc2ccncc2)OCCCC[C@H](C)Oc2ccc(NC(=O)Nc3ccccc3)cc2C1=O`?
NSD2 inh: -8

Three structures from above, ordered by length of the SMILES, lowest first.
What do the screens show for `C[C@H]1CN([C@@H](C)CO)C(=O)c2cccc(NC(=O)Nc3ccc(C(F)(F)F)cc3)c2O[C@@H]1CN(C)Cc1ccncc1`?
NSD2 inh: 1

What do the screens show for `Cc1noc(C)c1NC(=O)N(C)C[C@@H]1Oc2ccc(NS(=O)(=O)c3ccccc3)cc2CC(=O)N([C@H](C)CO)C[C@H]1C`?
NSD2 inh: 8

Results for Cc1noc(C)c1S(=O)(=O)N(C)C[C@H]1Oc2ccc(NC(=O)Nc3ccc(C(F)(F)F)cc3)cc2CC(=O)N([C@H](C)CO)C[C@H]1C ?
NSD2 inh: -7

Additional structures follow:
How did C[C@H](CO)N1C[C@H](C)[C@@H](CN(C)CC2CC2)Oc2ccc(NC(=O)CCN3CCOCC3)cc2CC1=O do in these assays?
NSD2 inh: -9

Results for C[C@@H]1CN([C@H](C)CO)C(=O)c2cccc(NS(C)(=O)=O)c2O[C@@H]1CN(C)C(=O)Nc1ccc(C(F)(F)F)cc1 ?
NSD2 inh: 4

How did COc1ccc(NC(=O)Nc2cccc3c2O[C@@H](CN(C)S(C)(=O)=O)[C@H](C)CN([C@H](C)CO)C3=O)cc1 do in these assays?
NSD2 inh: 1

Results for C[C@@H]1C=C(C(=O)N2CCN(Cc3ccc4c(c3)OCO4)CC2)O[C@H](OCc2ccc(CO)cc2)C1 ?
NSD2 inh: 2

What do the screens show for `C[C@H](CO)N1C[C@H](C)[C@H](CN(C)Cc2ccccc2)Oc2ccc(NC(=O)CCCCCC(=O)Nc3ccccc3N)cc2CC1=O`?
NSD2 inh: 0

How did C[C@@H]1CN([C@H](C)CO)C(=O)c2cccc(NS(=O)(=O)c3cccs3)c2O[C@@H]1CN(C)Cc1ccc(C(=O)O)cc1 do in these assays?
NSD2 inh: -3

How did C[C@H]1CN([C@@H](C)CO)C(=O)c2cc(-c3cncnc3)cnc2O[C@H]1CN(C)Cc1ccccc1 do in these assays?
NSD2 inh: -1

What do the screens show for `COc1ccc(CN(C)C[C@H]2OCCCC[C@@H](C)Oc3ccc(NC(=O)Nc4c(C)noc4C)cc3C(=O)N([C@H](C)CO)C[C@@H]2C)cc1`?
NSD2 inh: 0

How did C[C@H](CO)N1C[C@H](C)[C@H](CN(C)C(=O)Nc2ccc3c(c2)OCO3)Oc2c(NC(=O)C3CCOCC3)cccc2C1=O do in these assays?
NSD2 inh: 0

How did Cc1noc(C)c1NC(=O)N(C)C[C@@H]1Oc2c(NC(=O)C3CC3)cccc2C(=O)N([C@@H](C)CO)C[C@@H]1C do in these assays?
NSD2 inh: 3

What do the screens show for `O=C(C[C@@H]1C=C[C@H](NS(=O)(=O)c2cccc(F)c2)[C@H](CO)O1)N1CCCCC1`?
NSD2 inh: 3

How did COc1ccc(S(=O)(=O)Nc2cccc3c2O[C@@H](CN(C)S(=O)(=O)c2ccc(F)cc2)[C@H](C)CN([C@@H](C)CO)C3=O)cc1 do in these assays?
NSD2 inh: -2

How did C[C@@H]1CC[C@]2(C)[C@H](CC[C@@H](O)[C@]2(C)O)[C@@]1(C)CC/C(=C/CO)CO do in these assays?
NSD2 inh: 28

How did Cc1noc(C)c1S(=O)(=O)Nc1ccc2c(c1)CC(=O)N([C@H](C)CO)C[C@@H](C)[C@H](CN(C)CC1CCCCC1)O2 do in these assays?
NSD2 inh: -4

Results for C[C@H]1CN([C@@H](C)CO)S(=O)(=O)c2ccc(-c3ccncc3)cc2O[C@H]1CN(C)C(=O)C1CCCCC1 ?
NSD2 inh: 5

How did CC(C)NC(=O)Nc1ccc2c(c1)CC(=O)N([C@H](C)CO)C[C@@H](C)[C@H](CN(C)C(=O)Nc1ccccc1)O2 do in these assays?
NSD2 inh: -3

Results for COCC(=O)N(C)C[C@@H]1Oc2ncc(-c3ccc(F)cc3)cc2C(=O)N([C@@H](C)CO)C[C@@H]1C ?
NSD2 inh: -10

What do the screens show for `C[C@H]1CN([C@@H](C)CO)C(=O)Cc2cc(NC(=O)Cc3ccccc3)ccc2O[C@@H]1CN(C)CC1CCCCC1`?
NSD2 inh: -2

What do the screens show for `O=C(C[C@@H]1C[C@@H]2c3cc(NS(=O)(=O)c4ccc(F)cc4)ccc3O[C@@H]2[C@@H](CO)O1)NCc1cc(F)ccc1F`?
NSD2 inh: 2

How did C[C@H]1CN([C@@H](C)CO)C(=O)c2cc(C3=CCCC3)cnc2O[C@H]1CN(C)Cc1ccccc1C(=O)O do in these assays?
NSD2 inh: 2

Pulled by structure from above, two records:
What do the screens show for `C[C@H]1CN([C@@H](C)CO)C(=O)Cc2cc(NC(=O)Cc3ccccc3)ccc2O[C@@H]1CN(C)CC1CCCCC1`?
NSD2 inh: -2

Results for C[C@@H]1C=C(C(=O)N2CCN(Cc3ccc4c(c3)OCO4)CC2)O[C@H](OCc2ccc(CO)cc2)C1 ?
NSD2 inh: 2

New compounds follow:
How did C[C@@H]1CN([C@@H](C)CO)C(=O)Cc2cc(NC(=O)Cc3ccccc3)ccc2O[C@@H]1CN(C)S(=O)(=O)c1ccccc1 do in these assays?
NSD2 inh: -1

How did C[C@@H]1CN([C@H](C)CO)C(=O)c2cc(C#Cc3ccccc3F)cnc2O[C@H]1CN(C)C(=O)C1CCOCC1 do in these assays?
NSD2 inh: -3

How did COc1ccc(NC(=O)Nc2ccc3c(c2)[C@@H]2C[C@@H](CC(=O)NCCc4ccccc4)O[C@@H](CO)[C@@H]2O3)cc1 do in these assays?
NSD2 inh: -4

How did CC[N+](CC)(CC)CC(=O)Nc1c(C)cccc1C do in these assays?
NSD2 inh: 4

How did COc1ccccc1-c1ccc2c(c1)O[C@@H](CN(C)C(=O)c1cccnc1)[C@@H](C)CN([C@@H](C)CO)S2(=O)=O do in these assays?
NSD2 inh: -2

How did O=C(C[C@@H]1C[C@H]2c3cc(NC(=O)Nc4ccccc4F)ccc3O[C@H]2[C@H](CO)O1)NCc1ccncc1 do in these assays?
NSD2 inh: -7

What do the screens show for `C[C@@H]1CN([C@@H](C)CO)C(=O)Cc2cc(NC(=O)Nc3cccc4ccccc34)ccc2O[C@@H]1CN(C)C(=O)Nc1ccc(C(F)(F)F)cc1`?
NSD2 inh: -6

How did C[C@H](CO)N1C[C@H](C)[C@H](CN(C)S(=O)(=O)c2ccc(Cl)cc2)Oc2ccc(NC(=O)Nc3cccc4ccccc34)cc2C1=O do in these assays?
NSD2 inh: 1

How did CC(=O)N(C)C[C@@H]1Oc2cc(C#Cc3ccccn3)ccc2S(=O)(=O)N([C@@H](C)CO)C[C@H]1C do in these assays?
NSD2 inh: 5

What do the screens show for `C[C@@H]1CN([C@H](C)CO)C(=O)Cc2cc(NC(=O)C3CC3)ccc2O[C@@H]1CN(C)Cc1ccc(-c2ccccc2)cc1`?
NSD2 inh: 3

Results for CCCN(C)C[C@H]1OCCCC[C@@H](C)Oc2ccc(NS(=O)(=O)c3ccc(C)cc3)cc2C(=O)N([C@H](C)CO)C[C@@H]1C ?
NSD2 inh: -4

How did C[C@H]1CN([C@@H](C)CO)C(=O)c2cc(NS(=O)(=O)c3ccc(F)cc3)ccc2O[C@@H]1CN(C)Cc1ccc(-c2ccccc2)cc1 do in these assays?
NSD2 inh: -9

How did C[C@H]1CN([C@@H](C)CO)C(=O)c2cc(-c3cccnc3)cnc2O[C@@H]1CN(C)C(=O)C1CCCCC1 do in these assays?
NSD2 inh: 0

Results for C[C@@H]1CN([C@@H](C)CO)C(=O)c2cccc(NC(=O)NC3CCCCC3)c2O[C@@H]1CN(C)C(=O)Nc1ccc2c(c1)OCO2 ?
NSD2 inh: -5

How did C[C@H]1CN([C@@H](C)CO)C(=O)Cc2cc(NC(=O)C3CCCCC3)ccc2O[C@@H]1CN(C)Cc1ccc(C(F)(F)F)cc1 do in these assays?
NSD2 inh: -14

How did C[C@H](CO)N1C[C@H](C)[C@H](CN(C)C(=O)Nc2ccccc2)OCCCC[C@H](C)Oc2ccc(NC(=O)Nc3ccc(C(F)(F)F)cc3)cc2C1=O do in these assays?
NSD2 inh: -350

Results for CCCC(O)C#Cc1cnc2c(c1)C(=O)N([C@H](C)CO)C[C@H](C)[C@H](CN(C)Cc1cccc(C(F)(F)F)c1)O2 (stereo partly drawn) ?
NSD2 inh: -1

How did CCC(=O)N(C)C[C@@H]1Oc2ncc(C#CC(C)(C)O)cc2C(=O)N([C@H](C)CO)C[C@H]1C do in these assays?
NSD2 inh: 2
